# Bcl-W Bim block – inhibitors of Bim binding to Bcl-W, primary screen, biochemical, multiplexed, bead-based flow cytometry | 190,000 tested, 0.02% active | inhibition, % at 10 µM | AID 952, 2007 | Bim peptide-Bcl-W binding | Bcl-2-like protein 2 (Homo sapiens), Q92843;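 note: 0% = bound tracer without compound and 100% = peptide blocker; higher means less fluorescent Bim peptide bound to Bcl-W beads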
# Bim-Bcl-XL – inhibitors of Bim-Bcl-XL binding, primary screen, biochemical, multiplexed, bead flow cytometry, human Bcl-XL; Bcl-2-like protein 1 (Homo sapiens), Q07817; Bim peptide-Bcl-XL binding, fluorescence; inhibition, % at 10 µM; 190,000 tested, 0.04% active
# Target sequence (Q07817 whole entry, looked up): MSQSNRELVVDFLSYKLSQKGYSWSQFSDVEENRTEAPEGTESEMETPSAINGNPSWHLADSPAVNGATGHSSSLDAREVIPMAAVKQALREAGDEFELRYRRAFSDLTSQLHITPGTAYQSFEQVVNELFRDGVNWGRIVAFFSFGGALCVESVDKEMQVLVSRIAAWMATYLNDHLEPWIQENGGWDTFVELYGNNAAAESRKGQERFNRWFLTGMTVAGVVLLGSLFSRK
# RGS7-Gao reg – RGS7-Galphao binding modulators, primary screen, biochemical, multiplexed bead flow cytometry. Guanine nucleotide-binding protein G(o) subunit alpha (Homo sapiens), P09471. actives lie on both sides. binding response (% of control), % at 10 µM. 220,000 tested, 0.35% active; in the data active = binding response below about 49% or above about 150%; inconclusive = no clear call, values can overlap the other calls; inactive = in between;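 note: fluorescent Galphao held in activated GDP-AlF4 state binding bead-coupled RGS7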
# Target sequence (P09471 whole entry, looked up): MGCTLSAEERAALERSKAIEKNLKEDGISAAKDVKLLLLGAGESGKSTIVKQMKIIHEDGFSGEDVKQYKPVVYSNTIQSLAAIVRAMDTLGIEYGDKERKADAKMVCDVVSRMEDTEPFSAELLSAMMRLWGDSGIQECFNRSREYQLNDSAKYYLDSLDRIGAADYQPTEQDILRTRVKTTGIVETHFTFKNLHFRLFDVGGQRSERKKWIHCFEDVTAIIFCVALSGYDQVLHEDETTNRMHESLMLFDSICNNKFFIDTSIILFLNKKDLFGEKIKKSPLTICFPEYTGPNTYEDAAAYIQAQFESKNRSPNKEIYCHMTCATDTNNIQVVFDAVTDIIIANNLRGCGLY
# Mcl1 Bid PPI – Mcl-1/Bid binding inhibitors, primary screen, biochemical, TR-FRET, 1536-well; inhibition, % at 21.7 µM; TR-FRET Mcl-1/Bid-Dy647 peptide binding; 220,000 tested, 0.97% active; AID 1021, 2008;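 active = compounds that cut the binding signal by more than half at the single screening dose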;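 note: His-tagged Mcl-1 with europium anti-His antibody binding Bid BH3 peptide; 0% = Mcl-1 plus peptide wells and 100% = peptide-only wells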
# Target sequence (Q07820 whole entry, looked up): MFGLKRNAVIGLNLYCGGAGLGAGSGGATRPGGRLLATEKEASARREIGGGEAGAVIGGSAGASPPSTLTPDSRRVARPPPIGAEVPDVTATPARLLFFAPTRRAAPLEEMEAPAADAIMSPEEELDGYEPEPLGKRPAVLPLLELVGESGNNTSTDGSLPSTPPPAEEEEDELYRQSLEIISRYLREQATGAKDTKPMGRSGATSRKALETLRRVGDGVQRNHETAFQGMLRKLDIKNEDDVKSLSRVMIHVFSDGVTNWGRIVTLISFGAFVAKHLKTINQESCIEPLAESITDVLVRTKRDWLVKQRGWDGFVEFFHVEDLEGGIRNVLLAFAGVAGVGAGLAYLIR
# RGS8-Gao – RGS8-Galphao binding modulators, primary screen, biochemical, multiplexed bead flow cytometry | actives lie on both sides | 220,000 tested, 0.34% active | response (percent of control binding), % at 10 µM; in the data active = response below about 60% or above about 140%; inactive = in between;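 note: Galphao activated as the GDP aluminium fluoride complex binding bead-coupled RGS8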
# Bim-Bcl-B – inhibitors of Bim-Bcl-B binding, primary screen, biochemical, multiplexed, human Bcl-2 family. inhibition, % at 10 µM. bead-based flow cytometry, Bim peptide-Bcl-B binding. Bcl-2-like protein 10 (Homo sapiens), Q9HD36. 190,000 tested, 0.073% active;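 note: 0% = tracer peptide without compound and 100% = reference inhibitor peptide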
# RGS4-Gao reg – modulators of RGS4 binding to Galphao, primary screen, biochemical, multiplexed bead flow cytometry | binding response (% of control), % at 10 µM | 220,000 tested, 0.33% active | Guanine nucleotide-binding protein G(o) subunit alpha (Homo sapiens), P09471 | actives lie on both sides; in the data active = binding response below about 49% or above about 150%; inactive = in between;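 note: fluorescent Galphao activated with aluminum fluoride binding bead-coupled RGS4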
# Mcl-1 Bim block – inhibitors of Bim peptide binding to Mcl-1, primary screen, biochemical, bead-based flow cytometry, multiplex; Induced myeloid leukemia cell differentiation protein Mcl-1 (Homo sapiens), Q07820; Bim peptide-Mcl-1 binding; inhibition, % at 10 µM; 190,000 tested, 0.1% active; AID 1009, 2008;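 note: 0% = no compound tracer wells and 100% = peptide blocker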
# Bfl-1 Bim block – inhibitors of Bim binding to Bfl-1, primary screen, biochemical, multiplexed, bead-based flow cytometry; Bim-Bfl-1 binding inhibition; inhibition, % at 10 µM; 190,000 tested, 0.12% active; AID 1008, 2008;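 note: 0% = wells without compound plus tracer and 100% = blocker peptide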
# Bim-Bcl-2 – inhibitors of Bim-Bcl-2 binding, primary screen, biochemical, multiplexed, human Bcl-2 family. inhibition, % at 10 µM. Bead-based flow cytometry, Bim peptide-Bcl-2 binding. 190,000 tested, 0.06% active; in the data active = inhibition above about 40%; inconclusive = no clear call, values can overlap the other calls;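 note: 0% = no compound wells with probe peptide and 100% = reference peptide inhibitor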
# Mcl1-Noxa inh – Mcl-1/Noxa binding inhibitors, primary screen, biochemical, TR-FRET, 1536-well; Induced myeloid leukemia cell differentiation protein Mcl-1 (Homo sapiens), Q07820; AID 1022, 2008; inhibition, % at 21.7 µM; TR-FRET Mcl-1/Noxa peptide binding, 2 h; 220,000 tested, 1.5% active;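 active = compounds that cut the protein-peptide binding signal by more than 50% relative to plate controls in a single-dose test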;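 note: His-tagged Mcl-1 with rhodamine Noxa BH3 peptide and terbium anti-His antibody; 0% = Mcl-1 plus Noxa peptide wells and 100% = peptide-only wells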
# Starred values were filed as active, the others as inactive; ? = inconclusive; nt = not tested or not shown. Cut-off read from the data, not from the text of the source, unless noted: active = inhibition above about 40%. Rows were taken by chance. About 2.7% of those tested had a hit in this group.
Bcl-W Bim block | Bim-Bcl-XL | RGS7-Gao reg | Mcl1 Bid PPI | RGS8-Gao | Bim-Bcl-B | RGS4-Gao reg | Mcl-1 Bim block | Bfl-1 Bim block | Bim-Bcl-2 | Mcl1-Noxa inh | SMILES
4 | -2 | 104 | -19 | 100 | -11 | 100 | -3 | -9 | -13 | 43 | COc1ccccc1NS(=O)(=O)c1cc([N+](=O)[O-])ccc1N/N=C/c1c[nH]c2ccccc12
-6 | -4 | 102 | -4 | 101 | -10 | 104 | -5 | 0 | 1 | 17 | CN1C(=O)CSc2ccc(NC(=O)N3CCOCC3)cc21
0 | -5 | 97 | -19 | 101 | -11 | 97 | 1 | -12 | -9 | 16 | CC1(c2ccccc2)NC(=O)N(CC(=O)NC(=O)NCc2ccco2)C1=O (centres undefined)
-1 | -9 | 102 | 4 | 103 | -8 | 101 | -2 | -12 | -9 | 8 | Cc1cccc(NC(=O)CSc2nc3c(c(=O)[nH]2)CCCC3)c1C
nt | nt | ? | -26 | 110 | nt | 111 | nt | nt | nt | 20 | CCC(=O)Nc1cccc(C2=NOC3(C2)C[C@@H](C(N)=O)N(C(=O)c2ccccc2C(=O)c2ccccc2)C3)c1 (some centres undefined)
1 | 3 | ? | -1 | 102 | -1 | 103 | 0 | -2 | -1 | 3 | OC(COCCC12CC3CC(CC(C3)C1)C2)CN1CCCC1 (centres undefined)
-6 | 0 | 103 | -4 | 102 | -2 | 102 | -1 | 0 | -3 | 35 | Cc1cccn2c(=O)c3cc(C(=O)NCCc4ccccc4)c(=N)n(CCCn4ccnc4)c3nc12
-4 | -1 | 96 | -9 | 86 | -4 | 96 | -1 | 0 | 0 | 1 | CCOc1ccccc1C(=O)Nc1ccccc1-c1ccccc1
-2 | -4 | 101 | -18 | 101 | -6 | 103 | -1 | -11 | -8 | 17 | COC(=O)CSc1nnc(C2COc3ccccc3O2)n1-c1ccccc1 (centres undefined)
-2 | 0 | 105 | -3 | 104 | -3 | 104 | -1 | -3 | -2 | -17 | COc1ccc(-c2ccc(-c3noc(C)n3)c(OC)n2)cc1
0 | 0 | 99 | -4 | 97 | -1 | 117 | 1 | -1 | -2 | 12 | CCOC(=O)NC(Nc1ccc(S(N)(=O)=O)cc1)(C(=O)OCC)C(F)(F)F (centres undefined)
-2 | -4 | 102 | -17 | 101 | -5 | 100 | -2 | -3 | 0 | -17 | O=C(NCCc1ccc(Cl)cc1)C1CCN(S(=O)(=O)c2ccc(Br)s2)CC1
-3 | -4 | 104 | -30 | 102 | -4 | 100 | -2 | -3 | -1 | -12 | Cc1csc(N(C(=O)CCNC(=O)c2ccc([N+](=O)[O-])cc2)c2ccccc2)n1
-8 | -8 | 98 | -47 | 99 | -9 | 97 | -1 | -4 | 0 | 10 | COCCCNC(=O)/C(C#N)=C/c1cccc(NC(=O)c2ccccc2Cl)c1
-1 | 1 | 100 | 6 | 97 | 3 | 100 | 0 | 2 | 2 | 30 | Cc1nn(-c2ccccc2)c(C)c1/C=N/NC(=O)c1cc(C23CC4CC(CC(C4)C2)C3)[nH]n1
4 | 3 | 92 | -9 | 89 | 1 | 95 | 2 | 4 | 2 | 17 | COC(=O)Cn1cc(C(=O)c2cccs2)c2ccccc21
1 | 1 | 101 | -24 | 101 | 2 | 100 | -1 | -3 | 0 | -1 | COc1cc([N+](=O)[O-])ccc1NC(=O)CSc1nccn1C
nt | nt | ? | -6 | 101 | nt | 102 | nt | nt | nt | -26 | CCOc1ccc2nc(N/C(N)=N/S(C)(=O)=O)nc(C)c2c1
0 | 1 | 89 | 5 | 104 | 0 | 101 | 2 | -4 | -2 | 6 | Cc1cccc(N2CC(O)(c3cccs3)[N+]3=C2CCCC3)c1 (centres undefined)
-1 | -1 | 102 | -2 | 99 | 0 | 102 | 0 | 0 | 0 | 6 | O=C(Nc1ccccn1)c1cccc(S(=O)(=O)N2CCOCC2)c1
1 | 0 | 98 | -15 | 99 | -6 | 100 | 0 | -7 | -6 | -13 | COc1cccc(CNC(=O)CN(c2cc(C)cc(C)c2)S(=O)(=O)c2c(C)noc2C)c1
-4 | -5 | 93 | -15 | 101 | -4 | 96 | 0 | -8 | -1 | 17 | CCOC(=O)N1CCN(C(=O)Nc2ccc(NC(=O)N3CCN(C(=O)OCC)CC3)cc2)CC1
-6 | -4 | 98 | -25 | 95 | -3 | 97 | -7 | 0 | -1 | 26 | Cc1csc(NC(=O)Nc2cccc(Cl)c2)n1
0 | -4 | 93 | 13 | 99 | -1 | 94 | 0 | -5 | -3 | -5 | Cc1ccc(CN2CC(C(=O)Nc3nnc(SCc4c(Cl)cccc4Cl)s3)CC2=O)cc1 (centres undefined)
0 | -3 | 98 | -25 | 103 | -2 | 102 | -3 | -2 | 0 | 5 | Cc1cccc(C)c1OC(=O)CN(c1ccc(Cl)cc1)S(C)(=O)=O
2 | -3 | 97 | -23 | 102 | -7 | 99 | 12 | -13 | -9 | -11 | CCCc1cc(C(=O)N2CCN(C(c3ccccc3)c3ccccc3)CC2)no1
-1 | -6 | 104 | -4 | 102 | -10 | 103 | -1 | -17 | -12 | 11 | COc1ccc(S(=O)(=O)N2CCOCC2)cc1Cl
-3 | -2 | 100 | -19 | 100 | 1 | 100 | -2 | 0 | 1 | -8 | O=C(CCc1ccc(S(=O)(=O)N2CCOCC2)cc1)Nc1ccc(N2CCOCC2)cc1
-2 | -3 | 100 | -10 | 100 | -5 | 101 | 0 | -6 | -5 | 2 | CCCCOc1ccccc1NC(=O)c1scc2c1OCCO2
0 | -1 | 103 | -48 | 103 | 0 | 103 | 4 | -11 | 0 | 15 | O=C1CC(=O)C(n2cncn2)C(c2cccc(Cl)c2)C1 (centres undefined)
-1 | -5 | 103 | 0 | 107 | -5 | 102 | 0 | -12 | -5 | 10 | COc1ccccc1-c1nnc(Sc2nc([N+](=O)[O-])nn2C)o1
14 | 17 | 88 | -65 | 92 | 14 | 93 | 9 | 17 | 2 | 11 | CC(C)(C)c1ccc(NC(=O)CSc2nnc(-c3n[nH]c4ccccc34)o2)cc1
4 | -2 | 99 | 1 | 99 | -6 | 100 | 0 | -10 | -13 | 4 | COc1ccc(-c2cc(C(=O)NCc3ccco3)no2)cc1OC
nt | nt | ? | -4 | 104 | nt | 106 | nt | nt | nt | -5 | CCOC(=O)C1=C(Nc2ccc(OC)cc2)OCC1=O
0 | 0 | 97 | -26 | 102 | -9 | 106 | -2 | -12 | -4 | 13 | O=S(=O)(Nc1nc2c(s1)CCCC2)c1ccc2ccccc2c1
0 | 1 | 100 | 3 | 105 | 0 | 103 | 0 | 0 | 0 | -21 | O=C(Nc1nnc(-c2ccccc2)s1)c1cccc(S(=O)(=O)N2CCOCC2)c1
1 | 0 | 109 | -8 | 108 | -1 | 111 | -5 | -4 | 0 | 10 | C=CC(=O)NC(C)(C)CCN1CCOCC1
0 | -1 | 100 | -42 | 102 | 0 | 98 | 2 | -4 | 0 | 7 | Cn1cccc1C(=O)NC(=O)COC(=O)c1ccccc1O
nt | nt | ? | -118 | 100 | nt | 95 | nt | nt | nt | 28 | Nc1ncnc2nc(SCCC(=O)O)[nH]c12
-6 | -6 | 97 | -20 | 96 | -2 | 98 | -3 | -2 | -3 | -7 | O=C(Nc1cccnc1)c1c(F)c(F)c(F)c(F)c1F
0 | -7 | 104 | -77 | 102 | -15 | 95 | -5 | 2 | -2 | -30 | CCCCC(=O)NC(=S)NNS(=O)(=O)c1ccccc1
nt | nt | ? | -9 | 91 | nt | 84 | nt | nt | nt | -34 | N#Cc1c(-c2ccccc2)c(-c2ccccc2)nn(CC(=O)NNC(=O)Nc2ccc(Cl)cc2)c1=O
0 | 6 | 101 | 8 | 100 | -7 | 102 | -2 | -13 | -10 | 11 | O=C(Nc1ccc2oc(-c3ccccc3)nc2c1)c1cccnc1
-2 | -6 | 95 | -110 | 97 | -5 | 99 | -2 | -4 | -5 | -7 | COc1cc(NC(=S)NCc2ccco2)cc(OC)c1OC
0 | -9 | 105 | -9 | 104 | -7 | 106 | -2 | -7 | -9 | 4 | O=S(=O)(c1cccs1)N1CCN(Cc2nc3ccccc3s2)CC1

# For reference, some entries already given:
Bcl-W Bim block | Bim-Bcl-XL | RGS7-Gao reg | Mcl1 Bid PPI | RGS8-Gao | Bim-Bcl-B | RGS4-Gao reg | Mcl-1 Bim block | Bfl-1 Bim block | Bim-Bcl-2 | Mcl1-Noxa inh | SMILES
-1 | -5 | 103 | 0 | 107 | -5 | 102 | 0 | -12 | -5 | 10 | COc1ccccc1-c1nnc(Sc2nc([N+](=O)[O-])nn2C)o1
14 | 17 | 88 | -65 | 92 | 14 | 93 | 9 | 17 | 2 | 11 | CC(C)(C)c1ccc(NC(=O)CSc2nnc(-c3n[nH]c4ccccc34)o2)cc1
4 | -2 | 99 | 1 | 99 | -6 | 100 | 0 | -10 | -13 | 4 | COc1ccc(-c2cc(C(=O)NCc3ccco3)no2)cc1OC
nt | nt | ? | -4 | 104 | nt | 106 | nt | nt | nt | -5 | CCOC(=O)C1=C(Nc2ccc(OC)cc2)OCC1=O
0 | 0 | 97 | -26 | 102 | -9 | 106 | -2 | -12 | -4 | 13 | O=S(=O)(Nc1nc2c(s1)CCCC2)c1ccc2ccccc2c1
0 | 1 | 100 | 3 | 105 | 0 | 103 | 0 | 0 | 0 | -21 | O=C(Nc1nnc(-c2ccccc2)s1)c1cccc(S(=O)(=O)N2CCOCC2)c1
1 | 0 | 109 | -8 | 108 | -1 | 111 | -5 | -4 | 0 | 10 | C=CC(=O)NC(C)(C)CCN1CCOCC1
0 | -1 | 100 | -42 | 102 | 0 | 98 | 2 | -4 | 0 | 7 | Cn1cccc1C(=O)NC(=O)COC(=O)c1ccccc1O
nt | nt | ? | -118 | 100 | nt | 95 | nt | nt | nt | 28 | Nc1ncnc2nc(SCCC(=O)O)[nH]c12
-6 | -6 | 97 | -20 | 96 | -2 | 98 | -3 | -2 | -3 | -7 | O=C(Nc1cccnc1)c1c(F)c(F)c(F)c(F)c1F
0 | -7 | 104 | -77 | 102 | -15 | 95 | -5 | 2 | -2 | -30 | CCCCC(=O)NC(=S)NNS(=O)(=O)c1ccccc1
nt | nt | ? | -9 | 91 | nt | 84 | nt | nt | nt | -34 | N#Cc1c(-c2ccccc2)c(-c2ccccc2)nn(CC(=O)NNC(=O)Nc2ccc(Cl)cc2)c1=O

# Bioassay records from PubChem BioAssay.
